# Compound activity deposited in PubChem BioAssay by The Scripps Research Institute Molecular Screening Center.
# Tn7 DDE FP – DD(E)-Tn7 binding inhibition, primary FP screen | AID 720508 | inhibition, % at 8.3 µM | FP displacement of FITC-Tn7 peptide from fibrin DD(E); 0% = median of compound wells per plate | 370,000 tested, 0.13% active;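 active = inhibition above the mean of compounds falling within the control limits plus 3 SD of them, cut at about 14% in these data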;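 also: 0% = plate median of compound wells and 100% = 10 µM Aha-Tn7 peptide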
#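 System: human fibrin DD(E); quantity: Fibrin-DD(E) at 2 µM final; also added: fluorescent Tn7 probe at 0.1 µM; compound dosing: single nominal test concentration of 8.3 µM per compound; schedule: 10 min preincubation, 3 h with tracer, room temperature; detection: fluorescence polarization of the labelled Tn7 tracer; repeats: one replicate per compound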
# PLC-gamma1 inh – PLC-gamma1 (human) inhibition, primary screen. purified PLC-gamma1, fluorogenic substrate, fluorescence. inhibition, % at 12.2 µM. 370,000 tested, 0.84% active; in the data active = inhibition above about 9.5%
# ASAP1 GAP inh – ASAP1 ArfGAP inhibition; ASAP1-stimulated ARF1 GTP hydrolysis, GDP FP detection; inhibition, % at 16.5 µM; Q9ULH1; 360,000 tested, 0.19% active; AID 624377; in the data active = inhibition above about 25%;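 also: 0% = vehicle with enzyme and substrate and 100% = no enzyme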
# Target sequence (Q9ULH1 325-724 limits assumed): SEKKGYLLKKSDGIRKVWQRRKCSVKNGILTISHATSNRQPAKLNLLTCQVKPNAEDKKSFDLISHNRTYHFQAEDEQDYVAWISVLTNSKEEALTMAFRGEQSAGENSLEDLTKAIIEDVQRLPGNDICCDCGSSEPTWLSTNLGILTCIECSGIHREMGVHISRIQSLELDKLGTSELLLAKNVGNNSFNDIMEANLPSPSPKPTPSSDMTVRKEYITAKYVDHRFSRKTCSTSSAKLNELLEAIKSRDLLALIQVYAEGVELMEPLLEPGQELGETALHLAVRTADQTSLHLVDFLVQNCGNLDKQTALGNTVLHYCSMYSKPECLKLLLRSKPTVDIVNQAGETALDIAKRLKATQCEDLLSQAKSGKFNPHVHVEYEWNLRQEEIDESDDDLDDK
# SIAE inh – blocks human sialic acid acetylesterase. SIAE FP-Rh probe binding, fluorescence polarization. AID 1053197. 370,000 tested, 0.69% active. inhibition, % at 9.66 µM;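 active = inhibition above a cutoff: mean of compounds within the control limits plus 3 SD of those, cut at about 17% in these data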;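 also: 0% = plate median of compound wells and 100% = probe without SIAE protein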
# Tn6 DDE FP – inhibitors of Tn6 peptide binding to human fibrin DD(E) | P02675 | inhibition, % at 8.3 µM | 370,000 tested, 0.21% active | Fibrin DD(E) TRITC-Tn6 fluorescence polarization displacement | AID 720509;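 active = inhibition above a per-campaign cutoff: mean of compounds within control limits plus 3 SD, cut at about 15% in these data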;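 also: 0% = median of all compound wells on the plate and 100% = blocking peptide control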
# PLCb3 inh – PLC-beta3 (human) inhibition, primary screen; inhibition, % at 12.2 µM; AID 720704; 370,000 tested, 0.18% active; Purified PLC-beta3, fluorogenic substrate, fluorescence; in the data active = inhibition above about 11%;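 also: 0% = median of compound wells on plate and 100% = full blocker control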
# ARFGAP1 inhibitor – rat ARFGAP1 inhibition | Q62848 | Arfgap1-stimulated ARF1 GTP hydrolysis, GDP FP detection | inhibition, % at 16.5 µM | 360,000 tested, 0.26% active | AID 651572;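 active = inhibition above a per-plate limit, mean inhibition of low control wells plus 3 SD, cut at about 25% in these data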;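 also: 0% = DMSO wells with enzyme and 100% = wells lacking Arfgap1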
# Target sequence (Q62848 1-136 limits assumed): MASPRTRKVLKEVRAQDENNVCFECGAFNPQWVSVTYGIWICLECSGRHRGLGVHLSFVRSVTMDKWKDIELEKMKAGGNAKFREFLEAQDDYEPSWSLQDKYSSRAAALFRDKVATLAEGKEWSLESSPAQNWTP
#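 System: truncated rat Arfgap1 GAP domain / Benchmarks: high control wells lacking Arfgap1, low control full reaction with DMSO / Times: compound-enzyme preincubation 20 min, reaction 120 min, detection 60 min, 25 °C / Repeats: one replicate per compound / Also added: human ARF1(Δ1-17)-GTP substrate / Measured by: Tracer-displacement fluorescence polarization with EDTA stop, 620/688 nm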
# ADAM10 inh – inhibitors of human ADAM10. recombinant ADAM10, EDANS/DABCYL FRET peptide cleavage, 3 h. inhibition, % at 7 µM. 370,000 tested, 0.62% active. AID 720582;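 active = inhibition above a per-campaign cutoff equal to the mean of compounds falling between control-based bounds plus 3 SD, cut at about 20% in these data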;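 also: 0% = DMSO wells while the 100% control is not disclosed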
# Target sequence (O14672 214-748 limits assumed): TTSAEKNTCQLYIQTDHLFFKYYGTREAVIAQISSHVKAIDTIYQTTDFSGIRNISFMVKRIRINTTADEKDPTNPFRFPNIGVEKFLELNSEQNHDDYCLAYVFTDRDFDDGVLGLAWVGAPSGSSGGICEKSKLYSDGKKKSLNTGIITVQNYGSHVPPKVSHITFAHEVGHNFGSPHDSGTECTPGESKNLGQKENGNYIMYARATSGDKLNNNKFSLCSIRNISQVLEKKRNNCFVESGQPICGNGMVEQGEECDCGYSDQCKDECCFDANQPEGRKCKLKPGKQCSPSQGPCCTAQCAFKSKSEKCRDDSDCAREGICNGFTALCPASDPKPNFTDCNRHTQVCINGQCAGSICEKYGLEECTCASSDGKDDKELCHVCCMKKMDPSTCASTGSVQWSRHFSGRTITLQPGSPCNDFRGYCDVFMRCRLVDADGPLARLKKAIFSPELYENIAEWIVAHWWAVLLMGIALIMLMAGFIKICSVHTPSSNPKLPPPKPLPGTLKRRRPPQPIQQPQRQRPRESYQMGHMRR
# TDP2 inh – TDP2 (human) inhibition, absorbance primary screen. O95551. 370,000 tested, 0.34% active. AID 720702. inhibition, % at 12.8 µM. recombinant TDP2, T5PNP hydrolysis, p-nitrophenol absorbance 415 nm;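 active = inhibition above the mean of all tested compounds plus 3 SD, set per campaign, cut at about 25% in these data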;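 also: 0% = DMSO with enzyme and 100% = buffer with substrate but no TDP2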
#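 Read-out basis: percent inhibition. System: recombinant human TDP2. Buffer or medium: Mg2+-containing Tris-HCl buffer, pH 7.5. Repeats: single replicate. Timing: reaction 2 h, 37 °C. Benchmarks: high control without enzyme, low control DMSO plus TDP2. Probe or stimulus: 5 mM T5PNP. Doses: 12.8 µM only. Measured by: epi absorbance of p-nitrophenol freed from T5PNP by hydrolysis.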
# ADAM17 inh – inhibits human ADAM17. P78536. recombinant ADAM17, EDANS/DABCYL FRET peptide cleavage. inhibition, % at 6.95 µM. 370,000 tested, 0.83% active. AID 720648;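 active = inhibition above the mean of compounds lying between control limits plus 3 SD, set per campaign, cut at about 8.5% in these data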;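 also: 0% = DMSO-only wells as the low control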
# Active calls of the source: *; i = inactive.
Tn7 DDE FP,PLC-gamma1 inh,ASAP1 GAP inh,SIAE inh,Tn6 DDE FP,PLCb3 inh,ARFGAP1 inhibitor,ADAM10 inh,TDP2 inh,ADAM17 inh,Compound
9,1,-1,-4,2,-1,-1,1,0,0,CC(=O)c1cccc(NC(=O)c2cc(Cl)sc2Cl)c1
-1,1,-1,6,-3,1,-8,12,2,2,CCOC(=O)c1c(CSc2ccc(C)cc2)n(C)c2cc(Br)c(O)c(CN(C)C)c12
3,-29,5,2,11,-45,-4,-119,7,-28,COc1ccc2oc(C(=O)OCC(=O)NC(=O)NC(C)C)c(C)c2c1
-2,0,-4,3,1,1,-7,-2,11,-8,COC(=O)/C=c1\sc2ncnn2c1=O
2,3,6,-12,3,0,5,4,-4,3,Fc1ccc(-c2cc(-c3ccccc3)nc(-n3cccn3)n2)cc1
-1,1,-1,-1,-8,-7,-4,-13,-17,5,CCCCN(C(=O)C1=NN(c2cc(C)ccc2C)C(=O)CC1)c1c(N)n(CCC)c(=O)[nH]c1=O
-6,-4,2,13,-4,1,0,-5,3,2,COc1ccccc1-c1nnc(SCC(=O)Nc2ccc(N3CCOCC3)cc2)n1C
-1,0,-2,8,3,1,-1,1,4,3,Nc1nc(SCC(=O)c2cccs2)n[nH]1
0,4,-2,0,2,2,11,-8,5,-4,O=C(NCc1ccc(Cl)nc1)c1csc([C@@H]2C[C@H](O)[C@@H](CO)O2)n1
1,0,-1,5,1,-2,3,-19,1,-1,O=C(c1cc2ccccn2n1)N1CCN(Cc2ccccc2)CC1
6,0,8,-4,1,-4,1,-5,9,-8,CCCC(=O)Nc1ccc(C(=O)NCc2ccccc2Cl)cc1
-2,3,9,-1,10,-1,-8,2,-2,2,O=C(N(c1ccccn1)c1ccccn1)C12CC3CC(CC(C3)C1)C2
0,0,-3,-3,-3,-3,2,12,-7,-5,CC(C)(C)C(=O)Nc1ccc(C(=O)N/N=C/C2CC3C=CC2C3)cc1 (stereo not drawn)
1,1,8,2,2,6,-2,1,4,-1,O=C(CCn1cnc2ccccc2c1=O)Nc1cccc(Cl)c1Cl
-4,4,-1,-7,1,0,1,8,-6,5,O=C(CCc1ccccc1)Nc1cccc(NC(=O)CCc2ccccc2)c1

# Continued:
Tn7 DDE FP,PLC-gamma1 inh,ASAP1 GAP inh,SIAE inh,Tn6 DDE FP,PLCb3 inh,ARFGAP1 inhibitor,ADAM10 inh,TDP2 inh,ADAM17 inh,Compound
-1,1,2,9,6,-5,6,-45,12,-1,NS(=O)(=O)c1ccc(CCNC(=O)CSc2ccc3ccccc3c2)cc1
1,0,-11,-1,9,1,-15,3,-2,-3,CCOc1ccc(CCNC(=O)c2ccc(C)c(N3CCCC3=O)c2)cc1OCC
7,1,3,-2,14,5,2,-3,-6,0,COc1ccccc1NC(=O)CN1C(=O)C(C)SC(C)C1=O (stereo not drawn)
8,-1,0,3,-9,-9,2,-14,-6,0,COc1ccc(NS(=O)(=O)c2ccc(NN=Cc3ccc(C(=O)O)cc3)c([N+](=O)[O-])c2)cc1
-2,-61,-1,0,3,-95,-2,-40,2,-17,COc1ccc(-c2cc(C(=O)Nc3c(C)n(C)n(-c4ccccc4)c3=O)c3ccccc3n2)cc1
-3,0,10,0,-2,-8,9,-6,-3,2,Cc1cc(C2=NNC(=NCc3ccccc3)SC2)c(C)n1-c1c(C)n(C)n(-c2ccccc2)c1=O
-1,1,-18,-4,-3,3,-1,-4,6,-4,COCCNC(=O)CN1CCN(C(c2ccccc2)c2ccccc2)CC1
4,3,2,0,0,0,10,0,4,-4,CCOc1ccc(CCNC(=O)c2[nH]c(C)c(C(C)=O)c2CC)cc1OCC
3,1,-11,2,5,0,4,-6,-3,-1,Cc1ccc(S(=O)(=O)N2C[C@H]3N(C(=O)OC(C)C)N(C(=O)OC(C)C)C[C@H](OC(=O)NCc4ccco4)[C@@]3(O)C2)cc1
-1,1,-10,-7,5,1,6,2,-5,0,Cc1nnc(SCC(=O)N2CCCCCC2)n(N)c1=O
-1,0,-12,-1,3,6,4,-2,-6,-2,CC(=O)OC1c2ccccc2C(=O)N1Cc1ccccc1 (stereo not drawn)
-2,1,4,-4,-2,-1,1,-10,-1,-5,O=C(Cc1ccc(NC(=O)C2CCN(C(=O)C3CCCC3)CC2)cc1)Nc1cccc(C(=O)N2CCCC2)c1
-3,0,10,2,4,2,-7,0,-4,1,COc1ccc(OCC(=O)Nc2cc(C)c(Cl)cc2OC)c([N+](=O)[O-])c1
-5,-1,0,-8,-2,3,1,-1,-13,-1,Nc1nonc1-n1nnc(C(=O)N/N=C/c2ccc(OCc3ccccc3F)cc2)c1CN1CCCCC1
3,0,4,-8,0,-3,2,1,1,-2,CCN(CC)S(=O)(=O)c1ccc(O)c(NS(=O)(=O)c2ccccc2F)c1

# Later entries
Tn7 DDE FP,PLC-gamma1 inh,ASAP1 GAP inh,SIAE inh,Tn6 DDE FP,PLCb3 inh,ARFGAP1 inhibitor,ADAM10 inh,TDP2 inh,ADAM17 inh,Compound
-2,3,-9,-3,8,-5,-4,-3,9,0,CC(C)NC(=O)c1ccc2c(c1)N(CC(=O)N1CCCC1)C(=O)C(C)(C)O2
-2,-2,14,80*,-7,-1,11,-7,8,-2,COc1ccc(N=C2SC(C(=O)O)CC(=O)N2Cc2ccc(OC)c(OC)c2)cc1 (stereo not drawn)
3,1,10,1,-3,2,-9,-10,-6,-1,COc1cccc(NC(=O)C2(C)CCN2CC2CCCCC2)c1 (stereo not drawn)
-10,0,-5,-9,-1,-1,0,16,-18,3,CCC1(c2ccc(F)cc2)NC(=O)N(CC(=O)Nc2cccc(S(=O)(=O)N3CCCCC3)c2)C1=O (stereo not drawn)
1,-437,-7,-5,-1,-390,3,-13,12,-5,COc1ccc2c(c1OC)C(=O)OC2Nc1nc(-c2cc3ccccc3oc2=O)cs1 (stereo not drawn)
-2,-4,-12,2,-1,2,1,-7,1,-1,CCCCCn1nnnc1C1(C)CCC(=O)N1Cc1ccco1 (stereo not drawn)
1,0,9,1,5,1,6,-2,-14,0,Cc1cc(C)cc(N(CC(=O)NCC2CCCO2)C(=O)CCC(=O)Nc2cc(C)on2)c1 (stereo not drawn)
7,-53,-10,-1,-3,-71,-10,-80,0,-25,O=C(O)c1ccc2c(c1)-c1nc3ccccc3n1C2=O
9,-405,-4,-4,2,-420,0,i,-9,-426,CSc1ccc(/C=C/C(=O)OCC(=O)NC(C)C)cc1
-3,-43,4,-5,5,-58,7,-64,-1,-19,Cc1ccc2c(c1)nc1c3ccccc3nc(-c3ccccc3N)n21
-1,2,15,0,5,0,4,-12,-4,1,CSc1cccc(NC(=O)COc2ccccc2C)c1
0,-20,3,5,4,-37,-7,-20,-10,-1,COc1ccc(NC(=O)c2sc3nc(N4CCOCC4)c4c(c3c2N)CCCC4)c(OC)c1
2,4,8,12,3,1,6,-6,7,-5,COC(=O)c1c(NC(=O)COC(=O)c2ccccn2)sc(C)c1C
-7,1,7,-3,2,-1,-6,-7,4,-5,COc1cc(CN2CCC(C(=O)NCCC(C)C)CC2)ccc1OCc1ccccc1
-3,0,6,1,-1,7,7,0,-19,3,CCOc1ccc(C(=O)NC(=S)N2CCN(c3ccc(C(F)(F)F)cc3[N+](=O)[O-])CC2)cc1

# Limited to ASAP1 GAP inh and Tn6 DDE FP, for some of the entries so far:
molecule,ASAP1 GAP inh,Tn6 DDE FP
COC(=O)c1c(NC(=O)COC(=O)c2ccccn2)sc(C)c1C,8,3
COc1cc(CN2CCC(C(=O)NCCC(C)C)CC2)ccc1OCc1ccccc1,7,2

# Other structures:
Tn7 DDE FP,PLC-gamma1 inh,ASAP1 GAP inh,SIAE inh,Tn6 DDE FP,PLCb3 inh,ARFGAP1 inhibitor,ADAM10 inh,TDP2 inh,ADAM17 inh,Compound
-1,0,-12,0,3,-8,-11,-3,2,-6,O=C(CN1C(=O)NC2(CCCC2)C1=O)c1ccc(Cl)s1
3,-4,4,-5,4,-6,1,-5,3,-5,CC(=O)c1ccc(NC(=O)c2ccc(NC(=O)CCS(=O)(=O)c3cccs3)cc2)cc1
2,0,2,-3,0,3,13,15,7,-3,O=C(O)CC(C(=O)NCc1ccccc1)C1CCCO1 (stereo not drawn)
-6,3,-14,0,-3,-5,-4,2,17,-3,O=C(NNc1ccc(F)cc1F)C1CCC1
-1,0,-8,10,-4,-10,16,-5,-2,-8,Cc1ccc(CS(=O)(=O)Cc2ccc(C(=O)NCCCN3CC(C)CC(C)C3)o2)cc1 (stereo not drawn)
7,0,4,-2,2,-2,-3,-11,1,-6,C[C@@H]1CN([C@@H](C)CO)S(=O)(=O)c2ccc(Br)cc2O[C@@H]1CN(C)C(=O)c1ccc(F)cc1
0,-1,-4,-2,-1,0,7,-7,-4,-1,CCCCCCCCN1C(=O)[C@H](CC(=O)NCCCOCCCC)C[C@@]2(C(=O)OC)CCCCC=C12
-5,4,3,-6,-10,4,7,12,9,3,CC1CCc2sc(C(=O)NCc3ccc(F)cc3)cc2C1 (stereo not drawn)
-1,0,7,-1,-3,-5,6,-4,0,-4,CCN1CCN(CCCN(Cc2ccco2)C(=S)Nc2ccc(Cl)cc2)CC1
3,2,3,5,-2,-1,-4,1,4,-3,COc1ccc(C(C(=O)NC(C)(C)C)N(CC2CCCO2)C(=O)CCC(=O)Nc2cc(C)on2)cc1 (stereo not drawn)
2,0,-7,1,-13,0,7,-9,-6,-6,CCCCP(=O)(CCCC)c1ccccc1C(=O)O
-1,-17,13,-9,-5,-25,4,-4,2,-2,CCc1nnc(NS(=O)(=O)c2ccc(N/C=C(\C=O)c3nc4cc(Cl)ccc4o3)cc2)s1
-7,-12,3,0,1,-24,24,-5,0,1,COc1ccccc1Nc1nc(-c2sc(NC(=O)CC(C)C)nc2C)cs1
-3,4,-5,0,-1,-1,-14,8,5,4,Cc1ccc(C(C)C)c(OCCNCCc2ccccc2)c1
-1,-3,-23,-2,0,-6,1,5,-7,-1,COC(=O)CSc1nnc(COc2cccc3ccccc23)o1
-2,-3,-10,4,3,-1,-1,0,-1,0,O=C1NC(=S)NC1=Cc1ccc(O)cc1
-3,1,0,-2,-1,-4,15,0,4,0,COCCn1c(SCC(=O)N2CCCC2=O)nc2sc(C)c(C)c2c1=O
0,0,-16,5,-2,3,-1,-2,12,-2,COc1ccc(S(=O)(=O)CCC(=O)O)cc1

# SIAE inh: hit marks shown above
Tn7 DDE FP,PLC-gamma1 inh,ASAP1 GAP inh,SIAE inh,Tn6 DDE FP,PLCb3 inh,ARFGAP1 inhibitor,ADAM10 inh,TDP2 inh,ADAM17 inh,Compound
-2,-2,14,80*,-7,-1,11,-7,8,-2,COc1ccc(N=C2SC(C(=O)O)CC(=O)N2Cc2ccc(OC)c(OC)c2)cc1 (stereo not drawn)
